# From PubChem BioAssay
# AGP1 TOR yeast: yeast TOR pathway AGP1-GFP modulation; S. cerevisiae AGP1-GFP multiplex flow cytometry, 3 h; GFP as percent of DMSO wells; GFP response vs DMSO, % at 10 µM; 320,000 tested, 0.02% active;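 active means GFP response relative to DMSO above a set limit, near screen average plus 3 SD, cut at about 150% in these data; inconclusive means fewer than 70 cells counted for the yeast strain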;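 further: median GFP channel fluorescence of the gated AGP1 strain per well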
# GRK2 aptamer HTS: blocks RNA aptamer binding to human GRK2 | bead flow cytometry, FAM-aptamer displacement from GRK2 | P25098 | inhibition of aptamer binding, % at 10 µM | AID 488847 | 330,000 tested, 0.59% active;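 active means inhibition of aptamer binding above 40%, roughly 3 SD of noise, on plates passing a quality check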;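 further: median bead fluorescence of bound FAM aptamer so fluorescent compounds give negative values; no value below 0 was filed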
# VLA-4 inh: inhibition in a human VLA-4 binding assay; 330,000 tested, 0.2% active; P13612; VLA-4 expressing cells, ligand binding flow cytometry; inhibition, % (about 7 µM as worked out from the volumes in the protocol); AID 2557; in the data active means inhibition above about 50%
# MEX-5 binding: C. elegans MEX-5 TCR-2 RNA binding activity. activity score (negative = inhibition of binding), % at 10 µM. MEX-5/FITC-TCR2 RNA binding, fluorescence polarization; hits give low values. Q9XUB2. 300,000 tested, 0.38% active;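 active means inhibition past about -25% in most replicates, and total fluorescence under double the plate's negative control median, limit read from the data; inconclusive means replicates evenly split on the limit, or fluorescence at least double controls; inactive means too little inhibition in most replicates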;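 further: 0% = DMSO and -100% = 5 µM competing unlabeled TCR2 RNA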
# Target sequence (Q9XUB2 whole entry, looked up): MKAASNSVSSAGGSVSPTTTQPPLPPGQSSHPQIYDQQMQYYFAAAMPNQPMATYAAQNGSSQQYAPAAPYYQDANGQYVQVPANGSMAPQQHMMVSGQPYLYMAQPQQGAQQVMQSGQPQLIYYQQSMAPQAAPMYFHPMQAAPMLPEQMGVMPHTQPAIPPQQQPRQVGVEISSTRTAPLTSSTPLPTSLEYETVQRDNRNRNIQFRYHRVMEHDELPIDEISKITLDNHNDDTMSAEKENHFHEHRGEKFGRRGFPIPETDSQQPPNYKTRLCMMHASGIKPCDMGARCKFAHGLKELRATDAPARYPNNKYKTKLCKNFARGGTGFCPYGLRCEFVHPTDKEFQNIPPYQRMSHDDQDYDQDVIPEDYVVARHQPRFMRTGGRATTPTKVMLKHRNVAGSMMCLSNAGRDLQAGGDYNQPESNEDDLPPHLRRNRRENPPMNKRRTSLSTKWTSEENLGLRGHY
# CIT2 TOR yeast: modulators of TOR pathway CIT2-GFP in S. cerevisiae. S. cerevisiae CIT2-GFP strain, flow cytometry, 3 h; 100 means same as DMSO wells. GFP response vs DMSO, % at 10 µM. AID 2029. 320,000 tested, 0.065% active;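 active means GFP response relative to DMSO above a set limit, near the screen mean plus 3 SD, cut at about 150% in these data; inconclusive means Fewer than 70 cells measured for a yeast strain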;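 further: ratio of well median GFP fluorescence to mean of DMSO wells on the plate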
# Bcl-xL primary: blocks human Bcl-xL binding to Bim BH3 peptide; Q07817; GST-Bcl-xL / FITC-Bim BH3 peptide fluorescence polarization; inhibition, % at 10.9 µM; 320,000 tested, 0.7% active; AID 2129;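 active means inhibition above the mean of all tested compounds plus 3 SD, cutoff set per campaign, cut at about 30% in these data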;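 further: 0% = DMSO wells and 100% = unlabeled Bim-BH3 peptide competitor; inhibitors lower millipolarization by displacing the labeled peptide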
# GLD-1 RNA inh: GLD-1-TGE RNA interaction inhibition (C. elegans). Q17339. purified GLD-1 + fluorescein TGE RNA, fluorescence polarization. inhibition, % at 5.96 µM. 320,000 tested, 0.44% active. AID 2280;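 active means percent inhibition above a per-plate cutoff, the plate mean of test compounds plus 3 SD, cut at about 30% in these data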;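 further: 0% = DMSO wells with GLD-1 and probe and 100% = wells lacking GLD-1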
# Target sequence (Q17339 whole entry, looked up): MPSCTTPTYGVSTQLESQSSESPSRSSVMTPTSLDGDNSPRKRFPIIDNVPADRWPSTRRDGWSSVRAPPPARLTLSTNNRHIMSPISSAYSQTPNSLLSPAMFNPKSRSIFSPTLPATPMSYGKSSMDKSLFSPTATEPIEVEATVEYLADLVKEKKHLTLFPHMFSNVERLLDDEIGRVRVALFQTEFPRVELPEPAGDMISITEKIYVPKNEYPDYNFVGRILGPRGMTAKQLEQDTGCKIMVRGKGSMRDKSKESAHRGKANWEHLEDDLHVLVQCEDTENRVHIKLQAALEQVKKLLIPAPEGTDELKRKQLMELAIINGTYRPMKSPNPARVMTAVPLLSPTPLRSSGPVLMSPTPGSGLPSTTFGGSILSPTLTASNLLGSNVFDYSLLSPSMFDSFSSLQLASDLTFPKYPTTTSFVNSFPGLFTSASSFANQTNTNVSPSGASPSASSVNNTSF
# MCL1 BIM primary: inhibitors of human MCL1 binding to BIM-BH3 peptide. GST-MCL1 / FITC-Bim-BH3 fluorescence polarization. inhibition, % at 10.9 µM. AID 2057. Q07820. 320,000 tested, 0.68% active;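 active means inhibition above the mean inhibition of all tested compounds plus 3 SD, set per campaign, cut at about 40% in these data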;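 further: 0% = DMSO wells and 100% = unlabeled Bim-BH3 peptide control; higher means more loss of mP so more displacement of Bim peptide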
# Fam108B counter: counter-screen for RBBP9 inhibitors: inhibitors of mouse Fam108B; recombinant Fam108B, FP-Rh probe fluorescence polarization; 300,000 tested, 0.33% active; AID 1947; inhibition, % at 9.51 µM;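 active means inhibition above the screen mean inhibition plus 3 SD, computed separately per campaign, cut at about 18% in these data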;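 further: inhibitors lower polarization as less probe binds the enzyme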
# * = called active by the depositor; u = inconclusive; x = not tested or not shown.
# Every second line gives: Fam108B counter	GLD-1 RNA inh	AGP1 TOR yeast	GRK2 aptamer HTS	CIT2 TOR yeast	MEX-5 binding	Bcl-xL primary	VLA-4 inh	MCL1 BIM primary
> CC(C)N1CCN(Cc2cc3c(cc2Cl)OCO3)CC1CCO (stereo not given)
→ -5.0	-1.4	100.5	0.0	99.2	0.6	0.3	-8.3	0.0
> CCCCCn1c(=O)c(C(=O)NCc2ccco2)c(O)c2ccccc21
→ -2.6	2.3	108.4	1.0	96.9	1.9	1.2	3.1	5.9
> O=C1OCCC1NC1=NCCC1 (stereo not given)
→ -0.2	11.4	97.8	0.0	103.1	0.1	0.8	-1.8	3.9
> O=C1NC(=O)N(Cc2cccs2)C(=O)/C1=C/c1ccc(N2CCOCC2)cc1
→ 2.1	-5.0	94.7	0.0	91.1	1.1	-8.2	11.9	-0.7
> CSc1ccc(C(=O)C2CCCN(Cc3cccnc3)C2)cc1 (stereo not given)
→ -5.4	-4.5	97.1	0.0	103.7	0.7	-4.2	2.6	-6.3
> CCOP(=S)(OCC)SCC(=O)NC(C)(CC)C(=O)O (stereo not given)
→ 3.5	8.6	95.6	0.0	100.8	-2.0	2.2	2.6	0.1
> COc1ccc(CN2CC=C(c3ccc(F)cc3)CC2)cc1Br
→ x	x	102.2	0.0	105.0	1.0	x	3.8	x
> CCCC(=O)Nc1cc(C(=O)N2CCC3(CC2)OCCO3)ccc1S(=O)(=O)c1ccc(C)cc1
→ -3.6	3.7	101.5	0.0	98.0	x	4.7	-18.8	4.7
> CN(CC1COc2ccccc2O1)c1nc(-c2cccnc2)nc2ccccc12 (stereo not given)
→ -6.2	3.9	86.1	0.0	86.8	-0.9	1.4	-1.0	-0.3
> O=C1NC(=S)NC(=O)C12C(c1ccccc1)NC(=S)NC2c1ccccc1 (stereo not given)
→ 1.0	11.5	104.5	2.0	102.5	-0.9	4.5	-6.0	6.2
> CCc1ccccc1NC(=O)CN1CCN(C(=O)COc2ccccc2C#N)CC1
→ x	1.7	115.8	1.0	109.4	x	0.1	-2.5	8.2
> C[N+]1(CCC(C(N)=O)(c2ccccc2)c2ccccc2)CCCCC1
→ 2.6	6.7	92.2	0.0	98.4	-0.7	-2.8	6.5	2.4
> O=C(NC1(C(F)(F)F)Oc2ccc(Cl)cc2O1)N1CCC2(CC1)OCCO2 (stereo not given)
→ -0.3	-6.1	100.1	0.0	98.4	0.4	16.8	11.4	11.8
> O=C1C2(c3ccccc3)CN3CN(C2)CC1(c1ccccc1)C3
→ 6.2	0.7	104.5	0.0	99.1	2.4	7.1	4.2	5.5
> CN1C[C@H](CO)C[C@@H]2c3cccc4[nH]cc(c34)C[C@H]21
→ -0.6	21.5	94.1	0.0	91.6	-1.3	19.9	0.0	17.4
> CC1(C)CSC(Nc2ccc(F)c(Cl)c2)=N1
→ 0.9	4.0	93.3	1.0	97.7	-1.0	0.8	-1.5	3.5
> COC(=O)C1=C(c2ccc(-c3ccccc3)c(F)c2)C[C@@H]2CC[C@H]1N2C(=O)NCCc1ccccc1
→ x	-9.4	95.1	3.0	90.0	x	-4.6	0.0	0.3
> O=C(c1ccccc1F)c1cn(Cc2ccccc2)c2ccccc12
→ -6.2	10.3	102.2	1.0	99.3	1.0	4.7	11.5	5.4
> CNCC(C)c1ccccc1 (stereo not given)
→ 3.4	5.8	94.9	0.0	96.6	-2.8	6.3	12.7	7.6
> CC(=O)N(C1=NCCCS1)c1ccccc1Cl
→ 3.9	0.8	100.3	0.0	106.9	0.0	4.9	-3.6	-7.0
> c1ccc2cc(C3N4CCCN34)ccc2c1 (stereo not given)
→ 1.6	6.9	110.1	32.0	104.0	-0.3	4.8	-7.1	7.4
> CC(=O)OC1(c2ccccc2)CCN(C)CC1(C)C (stereo not given)
→ -7.8	2.5	97.7	1.0	95.4	-1.3	1.3	6.9	-1.2
> Cc1cc(C)c2c(ccc3cccc[n+]32)c1
→ 0.1	2.6	106.5	1.0	103.8	1.3	2.8	2.4	-3.8
> COC(=O)C1=C(c2ccccc2)C[C@@H]2CC[C@H]1N2C(=O)NCCO
→ -2.1	3.8	108.4	1.0	100.6	-2.0	4.6	33.2	-3.9
> O=C(Nc1ccc(Cl)cc1)N1CC2CC(C1)c1cccc(=O)n1C2 (stereo not given)
→ -2.6	4.6	104.0	0.0	95.6	0.3	2.4	23.4	5.8
> CSc1ncc(/C=C2/C(=O)NC(=O)N(C3CCCCC3)C2=O)cn1
→ 1.6	-13.7	95.9	2.0	107.9	7.0	-15.8	-0.9	0.1
> NC(=O)Cn1cc(C(=O)c2ccccc2)c2ccccc21
→ 3.4	10.3	96.9	2.0	97.7	-2.6	7.0	-7.0	6.2
> CC1C(c2cccs2)=[N+]([O-])C(C)(C(=O)c2ccc(F)cc2)N1O (stereo not given)
→ -1.4	-1.7	97.4	1.0	91.7	-1.3	3.5	14.2	-0.1
> Oc1ccc(C(=C(Cl)Cl)c2ccc(O)cc2)cc1
→ -2.2	4.0	100.1	0.0	88.7	0.9	4.3	-10.6	1.2
> COC(=O)c1c(N)n(Cc2ccc(OC)cc2)c2nc3ccccc3nc12
→ 0.4	-2.0	100.6	0.0	93.7	x	10.4	-0.2	3.4
> COC(=O)C1=C(c2ccc(OC)c(OC)c2)C[C@@H]2CC[C@H]1N2C(=O)NCCNC(C)=O
→ x	-0.7	96.5	0.0	90.0	x	-1.3	0.0	5.3
> COc1ccc(CC(=O)Nc2ccc3c(C(F)(F)F)cc(=O)oc3c2)cc1OC
→ -3.3	-26.7	97.8	3.0	95.1	-0.8	-3.9	3.8	-6.7
> COC(=O)C(O)(c1ccc(NC(=S)NC(=O)c2ccc(Cl)cc2Cl)c(C)c1)C(F)(F)F (stereo not given)
→ -2.0	9.2	95.2	3.0	100.2	0.2	5.0	-1.6	16.9
> CN(C)C(=O)OCc1n(C)cc[n+]1C
→ -5.5	6.3	101.7	1.0	107.2	-1.3	5.8	13.2	9.0
> O=C(Cn1ncc2c3ccccc3n(Cc3cccc(Cl)c3)c2c1=O)N1CCC2(CC1)OCCO2
→ 3.3	-113.6	x	2.0	89.6	10.1	-68.5	6.0	-85.7
> c1ccc2c(CCNC3=NCCC3)c[nH]c2c1
→ 4.6	2.7	92.4	1.0	90.4	-0.4	6.1	-0.4	8.1
> CC(C)N1CC=C(c2c[nH]c3ccccc23)CC1
→ -1.1	-5.9	92.1	0.0	93.2	-3.5	2.0	-1.1	3.4
> COc1cccc(CNCCc2c[nH]c3ccccc23)c1
→ -4.7	-27.2	100.3	0.0	93.3	-0.9	4.5	3.2	5.5
> Cc1cc(/C=C2\C(=O)NC(=O)N(c3ccccc3F)C2=O)c(C)n1-c1cc(C(=O)O)cc(C(=O)O)c1
→ 4.4	11.5	92.6	36.0	95.2	-3.1	12.3	17.5	17.5
> O=C(Cn1cc(C(=O)c2ccccc2F)c2ccccc21)NCc1ccco1
→ -10.1	5.8	95.2	0.0	89.6	-3.0	-0.3	-0.2	-10.6
> O=C(c1ccc(C(F)(F)F)cc1)C1CCCN(Cc2ccc(CO)o2)C1 (stereo not given)
→ 1.4	1.9	100.0	0.0	101.2	-0.2	2.8	8.6	4.9
> O=[N+]([O-])c1cc(S(=O)(=O)c2ccc(O)c([N+](=O)[O-])c2)ccc1O
→ 16.0	-2.9	94.3	21.0	93.7	-35.7*	14.7	8.5	47.3*
> CN(C)/C=C(\C=[N+](C)C)c1[nH]ncc1[N+](=O)[O-]
→ 1.5	-0.4	103.6	0.0	96.9	-5.6	10.5	-1.8	5.7
> CCOC(=O)c1cncn1C(C)c1ccccc1 (stereo not given)
→ -1.3	1.4	80.2	6.0	83.0	-0.2	2.1	8.6	-3.0
> CCOC(=O)C1=C(N)OC(C)=C(C(=O)OCCOC)C12C(=O)Nc1ccccc12 (stereo not given)
→ 0.0	2.6	98.2	0.0	101.2	-0.7	1.2	11.2	-3.1
> O=C(C1CCCN(S(=O)(=O)c2cccc3nsnc23)C1)N1CCC2(CC1)OCCO2 (stereo not given)
→ -1.8	-0.2	105.5	1.0	105.7	x	3.7	14.9	1.2
> O=c1c2ccccc2[se]n1-c1ccccc1
→ -4.9	8.9	u	4.0	u	-5.6	-29.2	-1.0	-1.2
> C=CCn1c(O)c(C(C)=Nc2ccc(N(CC)CC)cc2)c(=O)[nH]c1=O
→ 0.5	2.4	109.9	0.0	105.2	1.2	3.0	-6.6	12.6
> CC12CN3CCN(CC(C3)/C1=N/NC(N)=O)C2
→ -1.6	-1.2	103.9	0.0	102.1	1.1	2.3	19.6	1.9
> COC(=O)C1=C(c2ccc(F)cc2OCc2ccccc2)C[C@@H]2CC[C@H]1N2C(=O)NCc1cccc(C(F)(F)F)c1
→ x	3.0	106.5	0.0	102.5	x	1.5	0.0	5.1
> CC1CCC(NCC(O)c2ccccc2)CC1 (stereo not given)
→ 1.9	0.8	100.6	2.0	97.4	1.2	-1.7	11.5	-3.2
> CCOP(=O)(OCC)Oc1cc(C)c(N(C)C)c(C)c1
→ x	x	96.4	2.0	91.5	-2.6	x	-6.6	x
> O=C(c1cccs1)c1cn(Cc2ccccc2Cl)c2ccccc12
→ -5.7	4.1	95.3	2.0	100.7	-0.9	2.5	-1.3	-6.9
> Cc1ccc(N2C(=O)NC(=O)/C(=C\c3cccn3C(C)(C)C)C2=O)cc1
→ 3.4	-11.6	100.5	0.0	101.3	-3.8	-6.6	13.1	-21.3
> COC(=O)C1=C(c2cc3ccccc3o2)C[C@@H]2CC[C@H]1N2C(=O)N1CCCCC1
→ 3.1	-1.1	x	x	x	0.7	1.0	x	0.3
> O=C(CCCn1c(=O)[nH]c2cc(Cl)ccc2c1=O)N1CCC2(CC1)OCCO2
→ 4.6	5.2	94.8	0.0	100.0	-3.2	5.3	7.4	1.4
> Cc1cc(/C=C2\C(=O)NC(=O)N(Cc3ccccc3)C2=O)c(C)n1-c1ccc(Cl)c(C(=O)O)c1
→ 1.6	0.1	105.0	100.0*	102.7	-20.7	18.1	16.9	21.6
> CCCNC(=O)Cn1cnc2sc(C(=O)N3CCC4(CC3)OCCO4)c(C)c2c1=O
→ 2.8	-1.0	102.5	4.0	102.6	-5.0	-0.5	7.4	-1.1
> CC(=NCCCN1CCCCC1)c1c(O)n(Cc2ccccc2)c(=O)[nH]c1=O
→ 1.3	-4.3	96.1	4.0	97.7	-1.3	3.4	-8.0	10.7
> Nc1ccccc1C(=O)OCc1ccc([N+](=O)[O-])cc1
→ 7.2	-8.0	90.9	0.0	89.3	2.8	-1.2	-8.9	0.9
> COc1cc(/C=C2\C(=O)NC(=O)N(c3ccccc3)C2=O)cc(OC)c1OC
→ -0.8	-2.1	102.3	0.0	106.5	3.1	-2.1	9.8	4.4
> CC12CN3CCN(C1)CC(C)(C3)C2=NO
→ -3.8	0.5	101.9	1.0	99.9	2.8	3.3	6.8	-4.4
> C/C(O)=C(\C#N)C(=O)Nc1cc(Br)ccc1Br
→ -8.1	7.5	83.9	2.0	87.8	x	7.8	-4.5	3.5

# An excerpt, so the mix of outcomes need not match the whole.
